# mIAP inh: mouse IAP inhibition. purified mouse IAP, CDP-Star luminescence, 30 min. 330,000 compounds, 0.2% hits. AID 2806. inhibition, % at 10 µM;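 active = inhibition of at least 40% at 10 µM in the primary screen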;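 note: plate controls were DMSO with enzyme for no effect and no enzyme wells for full effect; values of inactives mirror those of a sister screen read the other way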
# mIAP activ: mouse IAP activation | muIAP, CDP-Star luminescence, 30 min; stronger effect = higher value; 1 = vehicle-only enzyme signal, 0 = enzyme-free wells | activation factor at 10 µM | 330,000 compounds, 0.24% hits;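 active = activation factor of at least 2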; note: the source names both 10 and 20 µM as test concentration; values of inactives mirror those of a sister screen read the other way
#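 Assay system: mouse IAP enzyme / Compound: DMSO-dissolved test compounds / Timing: 30 min, room temperature / Measured by: luminescence from enzymatic CDP-Star hydrolysis / Control set: DMSO-only wells, enzyme-free buffer wells as negative control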
# ATG4B inhibitor: inhibitors of human ATG4B cysteine protease | Q9Y4P1 | ATG4B cleavage of LC3-PLA2, NBD-HPC fluorescence, 1 h | inhibition, % at 8.33 µM | 340,000 compounds, 0.51% hits; in the data active = inhibition above about 40%
# hIAP act: human IAP activation; P09923; AID 2524; purified human IAP, CDP-Star luminescence, 30 min; stronger effect = higher value; 1 = vehicle-only enzyme, 0 = enzyme-free background; 330,000 compounds, 0.16% hits; activation factor at 10 µM;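 active = activation factor of the enzyme at least 2-fold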; note: the source names both 10 and 20 µM as test concentration; values of inactives mirror those of a sister screen read the other way
# TIM10 inh: TIM10 yeast growth inhibition; S. cerevisiae TIM10 strain growth, BacTiter-Glo luminescence, 24 h; inhibition, % at 10 µM; 330,000 compounds, 1.4% hits; AID 463195;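 active = inhibition of 40% or more at the single tested concentration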;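 note: wild-type TIM10 isogenic control strain grown at permissive 25 °C; 0% = DMSO yeast wells and 100% = minimal medium wells without yeast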
# Apaf-1 inh: inhibitors of human Apaf-1 apoptosome | O14727 | inhibition, % at 20 µM | reconstituted apoptosome caspase-3 activity, DEVD-Rh110 fluorescence | AID 489030 | 330,000 compounds, 0.71% hits; active = inhibition of at least 40% at 20 µM;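 note: plate controls were DMSO wells for no effect and DEVD-CHO caspase inhibitor wells for full effect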
#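 Material: reconstituted apoptosome with Apaf-1, cytochrome c, caspase-9, procaspase-3, dATP; medium: pH 7.5 Hepes buffer with CHAPS, BSA, DTT; also added: cytochrome c and DEVD-Rh110 substrate; timing: 30 min plus 50 min, RT; signal: Rh110 fluorescence intensity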
# NLRP3 yeast inh: inhibitors of NALP3 inflammasome in yeast. 330,000 compounds, 0.39% hits. Yeast reconstituted NLRP3/ASC/caspase-1, beta-gal luminescence, 24 h. inhibition, % at 10 µM;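 active = inhibition of 50% or more; inactive = inhibition below 50%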;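 note: plate controls were induced DMSO wells for no effect and uninduced yeast grown without galactose for full effect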
# tim10-1 inh: tim10-1 yeast growth inhibition; S. cerevisiae tim10-1 ts strain growth, BacTiter-Glo, 24 h; inhibition, % at 20 µM; 330,000 compounds, 2.2% hits; AID 463190;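 active = inhibition of at least 40%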;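 note: mutant grown at 25 °C; 0% = DMSO wells with yeast and 100% = wells holding no yeast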
# hIAP inh: blocks human intestinal alkaline phosphatase; AID 2544; inhibition, % at 10 µM; P09923; 330,000 compounds, 0.12% hits; purified IAP, CDP-Star luminescence, 30 min;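 active = inhibition reaching a set limit with compound at 10 µM in the primary screen, cut at about 35% in these data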;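 note: plate controls were DMSO wells with enzyme for no effect and no-enzyme buffer wells for full effect; values of inactives mirror those of a sister screen read the other way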
# Numbers without * were called inactive; / = not tested or not shown; & = joins results of further samples.
SMILES,mIAP inh,mIAP activ,ATG4B inhibitor,hIAP act,TIM10 inh,Apaf-1 inh,NLRP3 yeast inh,tim10-1 inh,hIAP inh
Nc1nc(Nc2ccccc2F)nc(NCc2ccccc2)c1[N+](=O)[O-],4,0.96,1,1.1,-23,16,-4,-8,-8
CC(C)(C)CC(=O)Nc1nnc(SCC(=O)NC2CCCC2)s1,-3,1,5,0.99,-15,-2,28,4,1
COc1cc(C(=O)NCCc2c[nH]c3ccccc23)ccc1OCc1c(C)noc1C,-20,1.2,-4,1.1,5,-5,14,7,-5
COC(=O)CCc1c(C)nn(-c2ccccc2)c1C,6,0.94,-1,0.92,-11,-7,15,19,8
Cc1cccc(OCCCC(=O)Nc2nccs2)c1C,4,0.96,-5,0.91,-8,-19,3,-22,9
CCOC(=O)N1CCN(C(=O)CNC(=O)c2ccc(Cl)cc2Cl)CC1,1,0.99,-11,1,1,-19,3,-11,-1
O=C(CCNC(=O)c1ccc([N+](=O)[O-])cc1)NC1CCCCCC1,7,0.93,-2,0.81,2,-9,8,14,19
Cc1c(C(=O)O)cccc1N1C(=O)Nc2ccccc2N1O,2,0.98,-5,1.2,2,0,0,-4,-15
Cc1ccc(C)c(OCC(=O)NC2CCCCCC2)c1,3,0.97,1,0.91,3,11,20,18,9
O=C(CSc1nc2ccccc2o1)N1c2ccccc2Sc2ccccc21,-11,1.1,13,0.94,3,17,3,-21,6
CCOC(=O)c1nc(S(C)(=O)=O)ncc1Cl,3,0.97,-3,0.84,12,-21,8,29,16
O=C(NCCc1ccccc1)/C(=C/c1ccco1)c1ccccc1,18,0.82,8,0.93,33,12,6,30,7
C=CSc1sc(Cl)c(N(CC)CC)c1[N+](=O)[O-],13,0.87,-4,0.99,-2,13,-2,10,1
O=C(O)c1cc(NCc2ccccc2C(F)(F)F)ccc1N1CCOCC1,-4,1,6,1.2,-8,8,15,6,-19
CC(C)[C@@H](C(=O)NCC1CCCO1)N1C(=O)N2CCc3c([nH]c4ccccc34)[C@@]2(C)C1=O (some centres undefined),-9,1.1,-9,1.2,4,9,-3,19,-20
COc1ccc(CN2CCC(Cc3ccccc3)CC2)cc1OC,-8,1.1,-4,1,1,-2,22,-3,0
COc1ccc(Cl)cc1C(=O)NNC(=O)CSc1nnnn1C,2,0.98,-11,1.3,2,0,2,16,-30
O=C(N/C(=C\c1ccccc1)C(=O)N1CCOCC1)c1ccccc1Cl,-1,1,5,1.1,-7,1,11,-3,-9
CCCCc1n[nH]c(=S)n1Cc1ccccc1,5,0.95,-3,0.9,-1,-1,6,-13,10
COc1ccc(C(C)=O)cc1COC(=O)c1cccnc1Cl,0,1,0,1.1,-2,-1,20,-13,-10
CCOc1ccccc1NC(=O)C1CCN(S(=O)(=O)c2ccc(OC)c(OC)c2)CC1,-6,1.1,-1,0.8,1,3,7,-2,20
O=C(CN1CCCc2ccccc21)NC(=O)NC1CCCCC1,-3,1,-5,0.95,0,5,-10,17,5
COc1ccc(N2CCN(CC(=O)N3c4ccccc4CC3C)CC2)cc1 (centres undefined),6,0.94,-1,0.9,3,-1,10,10,10
Cc1cccc(NC(=O)c2sc3ncn(CC(=O)N4CCN(c5ccccn5)CC4)c(=O)c3c2C)c1,4,0.95,-8,0.77,5,16,9,2,23
Nc1nc(SCC(=O)N2CCc3ccccc32)[nH]c(=O)c1-c1ccccc1,-2,1,9,1.2,-9,-5,9,5,-18
Cc1ccccc1-c1nnc(NC(=O)CSc2nc3ccccc3s2)s1,14,0.85,5,0.9,-12,16,18,-1,10
Cn1ccnc1SCC(=O)Nc1ccc2ccccc2c1,-11,1.1,-9,0.99,0,-1,18,4,1
COc1ccc([C@H]2CC(=O)C=C(c3ccnc4ccc(Cl)cc34)C2)cc1,3,0.97,-7,1.1,6,13,17,7,-10
CCNC(=O)n1nccc1C(C)Oc1ccccc1 (centres undefined),-1,1,-8,0.77,2,-10,-10,8,23
CCCCn1c(SCC(=O)N2CCc3ccccc32)nnc1-c1ccncc1,2,0.98,-5,1,2,-23,7,-2,0
Cc1cc(C(=O)CSc2n[nH]c(-c3ccccc3F)n2)c(C)n1Cc1cccs1,8,0.92,9,1.2,9,0,17,25,-19
CCc1ccc(NC(=S)N(Cc2cccc(Br)c2)CC2CCC(C(=O)O)CC2)cc1 (centres undefined),0,1,2,0.93,-3,13,23,18,7
COc1ccccc1CCc1nnc(N)s1,-1,1,2,0.98,4,-5,6,-1,2
COc1ccc(C(C)=O)cc1COc1ccc(F)cc1,-1,1,-15,0.91,16,2,6,-10,9
Cc1ccc(N2CC(C(=O)NC3=NCCS3)CC2=O)cc1C (centres undefined),8,0.92,-6,0.95,-4,-1,7,-15,5
O=C(CSc1nnc2ccc(-c3cccnc3)nn12)Nc1ccc(F)cc1F,-4,1,7,1.2,-1,-7,-1,-5,-17
CC1CCCN(CCCNC(=O)c2nn(C)c3c2CSc2ccccc2-3)C1 (centres undefined),-4,1,-3,1.1,1,16,3,2,-11
CCOc1ccccc1CN1C(=O)c2ccccc2C1C(=O)NCC1CCCO1 (centres undefined),-1,1,-10,1.3,3,-3,15,6,-27
Cc1ccc(C(C)C)c2c1C(c1ccc3c(c1)OCO3)CC(=O)O2 (centres undefined),-6,1.1,0,/,10,15,/,28,/
CCN(CC)S(=O)(=O)c1ccc(C(=O)NCCN(C)C)cc1,-3,1,-2,0.88,5,-5,5,-1,12
CS(=O)(=O)N(CC(=O)Nc1ccccc1C(=O)N1CCCC1)c1ccccc1Br,-4,1,-6,1.1,9,3,9,8,-12
Cc1occc1-c1nnc(SCC(=O)NCc2cccs2)n1-c1ccc(F)cc1,-15,1.1,-5,0.96,10,12,3,25,4
CCCCCCOc1ccc(OCC(O)CN2C(=O)NC(C)(C)C2=O)cc1 (centres undefined),3,0.97,-7,1.1,22,6,1,16,-5
COc1ccc(CC(=O)OC(C)C(=O)NCc2ccc3c(c2)OCO3)cc1OC (centres undefined),-8,1.1,8,1,-1,-1,9,2,-5
CSCC[C@H](NC(=O)C1CCN(S(=O)(=O)c2ccc(C)cc2)CC1)C(=O)NC1CCS(=O)(=O)C1 (some centres undefined),-8,1.1,-1,1.2,-16,-2,5,4,-17
Cc1ccc(CNC(=O)C(CC(C)C)OC(=O)c2ccco2)cc1 (centres undefined),-3,1,1,1,-24,11,-1,-8,-2
O=C(c1cc(-c2ccc(Br)cc2)nc2ccccc12)N1CCC1,6,0.94,-4,1.1,-3,40,25,24,-7
N#Cc1ccc(OCC(=O)OCC(=O)NC2CC2)cc1,-13,1.1,-11,1.1,-2,3,17,-2,-12
O=C(Nc1ccc2c(c1)OCCO2)c1ccc(S(=O)(=O)N2CCCCC2)cc1,8,0.92,-4,1.3,26,11,12,31,-27
CSc1ccc(Cl)c(C(=O)Nc2nccs2)c1,-8,1.1,1,0.78,1,-14,-12,5,22

# An excerpt from above in order of SMILES length, high to low.
SMILES,mIAP inh,mIAP activ,ATG4B inhibitor,hIAP act,TIM10 inh,Apaf-1 inh,NLRP3 yeast inh,tim10-1 inh,hIAP inh
Cc1cccc(NC(=O)c2sc3ncn(CC(=O)N4CCN(c5ccccn5)CC4)c(=O)c3c2C)c1,4,0.95,-8,0.77,5,16,9,2,23
COc1cc(C(=O)NCCc2c[nH]c3ccccc23)ccc1OCc1c(C)noc1C,-20,1.2,-4,1.1,5,-5,14,7,-5
O=C(CSc1nc2ccccc2o1)N1c2ccccc2Sc2ccccc21,-11,1.1,13,0.94,3,17,3,-21,6

# New compounds follow:
SMILES,mIAP inh,mIAP activ,ATG4B inhibitor,hIAP act,TIM10 inh,Apaf-1 inh,NLRP3 yeast inh,tim10-1 inh,hIAP inh
Fc1ccc(OCc2nnc(-c3ccccc3Br)o2)c(Cl)c1,6,0.94,19,0.84,35,11,20,18,16
CCOC(=O)Cn1nc(/C=C/c2ccc(OC)cc2)ccc1=O,0,1,-3,0.97,-3,4,20,5,3
Nc1nc(-c2ccc(Oc3ccccc3)cc2)cs1,8,0.92,13,1.1,7,14,97*,11,-5
CC(C(=O)N1CCN(Cc2ccc3c(c2)OCO3)CC1)n1cc([N+](=O)[O-])cn1 (centres undefined),1,0.99,-3,0.79,7,1,18,-13,22
ClCc1c2ccccc2cc2ccccc12,0,1,8,0.92,26,5,3,24,8
Cc1ccc(S(=O)(=O)NCC(=O)N(CC(=O)NCc2ccco2)Cc2ccccc2)cc1,-7,1.1,-4,1,11,0,9,-21,-2
CCN(CC)c1nc(N)nc(N(c2ccccc2)c2ccccc2)n1,4,0.96,-10,0.86,4,18,-13,36,14
Clc1ccc(SCCCCN2CCOCC2)cc1,-3,1,-1,0.96,-12,-5,19,-35,4
Cc1ccc(-c2nc(CS(=O)CC(=O)N3CCN(c4ccccc4)CC3)c(C)o2)cc1 (centres undefined),1,0.99,-3,1.1,20,10,15,18,-10
Cc1ccc(OCCNC(=O)CNC(=O)c2ccc3c(c2)OCO3)cc1,4,0.96,4,1,4,-3,11,2,-3
OC(COc1ccc(CNCCc2ccccc2F)cc1)CN1CCCCC1 (centres undefined),-9,1.1,5,0.96,-87,14,14,-68,4
CCN=C1SC(CC(N)=O)C(=O)N1CC (centres undefined),11,0.89,3,1,1,-8,12,-4,0
N#Cc1ccccc1S(=O)(=O)N1CCN(C(=O)C2CC(=O)N(c3ccc4c(c3)OCCO4)C2)CC1 (centres undefined),12,0.88,-3,0.98,7,3,-3,-8,2
CCOC(=O)c1c(O)cc(OC)cc1CCc1ccccc1,6,0.94,-4,/,-12,11,/,2,/
CCc1cc2ccccc2nc1Cl,9,0.91,-7,1,4,-1,-1,3,-4
C=CCn1c(-c2cccc(OC)c2)nc2nc3ccccc3nc21,0,1,5,0.92,26,0,19,32,8
Cc1ccc(-c2cn(-c3ccccc3)c(SCC(=O)NC3CCS(=O)(=O)C3)n2)cc1C (centres undefined),3,0.97,-7,1.2,40,10,20,28,-21
COC(=O)c1ccc2c(c1)NC(=O)C(N1CCCCC1)S2 (centres undefined),2,0.97,5,0.91,27,-16,9,21,9
COc1ccc(N2CCN(CC(=O)NC(=O)NCc3ccco3)CC2)cc1,-1,1,-4,1,2,-4,2,0,0
Cc1noc(C)c1C(=O)OCC(=O)Nc1ccccc1SCC#N,-8,1.1,2,0.92,2,10,12,5,8
NC(=O)c1[nH]cnc1N,12&8,0.88&0.92,5&2,1.1&1,0&13,-10&-1,14&25,0&0,-14&-1
CCC(C)C(NC(=O)C(C)NC(=O)CNC(=O)CNC(=O)OCc1ccccc1)C(=O)OC (centres undefined),9,0.91,-2,1.1,-12,2,-1,-3,-6
Cc1cccc(NC(=O)CC2c3ccccc3Oc3ccccc32)c1,-25,1.3,-2,1,9,6,7,26,-4
Cc1noc(C)c1COc1cccc(C(=O)NCc2ccccc2Cl)c1,-19,1.2,18,0.95,9,22,11,20,5
CCOc1ccc(NC(=O)COC(=O)CN2CCCCCC2=O)cc1,-16,1.2,-11,1.1,7,2,9,7,-10
O=C(O)c1ccccc1N=Nc1c(O)[nH]c2ccc([N+](=O)[O-])cc12,21,0.79,3,0.87,5,14,27,-20,13
O=S(=O)(NCc1ccccc1)c1ccc(F)cc1Br,2,0.98,3,0.88,15,-1,16,14,12
O=C(N/N=C/c1ccncc1)c1ccc(-n2cccc2)cc1,-1,1,-1,0.77,3,-16,-17,-4,23

# Screens from PubChem.
